Assay outcomes deposited in PubChem BioAssay by several laboratories.
TRPML3 agonist = human TRPML3 channel agonists, primary screen, cell-based, HEK293 TRPML3-YFP, Fluo-8 calcium fluorescence, 3 µM; Mucolipin-3 (Homo sapiens), Q8TDD5; 100% = the carbachol control signal; activation, % at 3 µM; 220,000 tested, 0.29% active; AID 1448, 2008;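 active means activation above its plate's cutoff, the mean activation of the plate's test wells plus 3 SD, cut at about 12% in these data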;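 further: 0% = DMSO only wells and 100% = carbachol wells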
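Test system – HEK293 line with stable expression of human TRPML3-YFP channel · Control set – carbachol 87 µM final as high control (100%), DMSO as low control (0%) · Signal – Fluo-8 calcium dye fluorescence, ex 470-495, em 515-575 nm · Incubation – 1-h 37 °C dye load, 5-s basal, 120-s post-compound reads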
NPY-Y1 antag = NPY-Y1 receptor antagonists, primary screen, cell-based | AID 1040, 2008 | inhibition, % at 3.6 µM | 200,000 tested, 1% active | HEK293-CNG Y1 cells, membrane potential fluorescence; NPY at EC95, then isoproterenol | Neuropeptide Y receptor type 1 (Homo sapiens), P25929;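 active means inhibition above the campaign mean inhibition of all tested compounds plus 3 SD, cut at about 20% in these data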;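 further: 0% = DMSO wells given NPY plus isoproterenol and 100% = isoproterenol alone without NPY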
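Material: HEK293 cells co-expressing NPY Y1 receptor and cyclic-nucleotide gated channel. Timing: compound incubation 1 h at room temperature, readout 45 min post-stimulation. Signal: fluorescence, membrane potential probe.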
NPY2 pot ag = NPY-Y2 potentiators or agonists, primary screen, cell-based; Neuropeptide Y receptor type 2 (Homo sapiens), P49146; cells expressing NPY-Y2, potentiator/agonist read-out; activation, % at 3.6 µM; 220,000 tested, 0.45% active; in the data active means activation above about 27%;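 further: cells stimulated with NPY near EC25 plus isoproterenol at EC100; 0% = vehicle plus submaximal agonist and 100% = vehicle plus saturating agonist; some results beyond the cut were filed as inactive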
Target sequence (P49146 whole entry, looked up): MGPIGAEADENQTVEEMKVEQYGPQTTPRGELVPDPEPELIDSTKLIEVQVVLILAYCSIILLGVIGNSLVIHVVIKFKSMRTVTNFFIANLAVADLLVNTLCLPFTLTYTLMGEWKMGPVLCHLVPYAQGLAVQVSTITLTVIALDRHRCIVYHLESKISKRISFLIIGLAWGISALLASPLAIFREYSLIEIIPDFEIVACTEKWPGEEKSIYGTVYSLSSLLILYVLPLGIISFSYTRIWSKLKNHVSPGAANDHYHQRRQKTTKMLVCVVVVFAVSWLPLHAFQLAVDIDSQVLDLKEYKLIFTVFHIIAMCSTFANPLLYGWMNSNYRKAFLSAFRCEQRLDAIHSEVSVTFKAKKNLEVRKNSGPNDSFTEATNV
S1P4 antagonist = S1P4 receptor antagonists, primary screen, cell-based; inhibition, % at 4.98 µM; Sphingosine 1-phosphate receptor 4 (Homo sapiens), O95977; 220,000 tested, 0.26% active; S1P4-expressing cells, antagonist mode, reporter read-out; in the data active means inhibition above about 29%;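 further: 0% = wells stimulated with agonist and 100% = vehicle wells without agonist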
Target sequence (O95977 whole entry, looked up): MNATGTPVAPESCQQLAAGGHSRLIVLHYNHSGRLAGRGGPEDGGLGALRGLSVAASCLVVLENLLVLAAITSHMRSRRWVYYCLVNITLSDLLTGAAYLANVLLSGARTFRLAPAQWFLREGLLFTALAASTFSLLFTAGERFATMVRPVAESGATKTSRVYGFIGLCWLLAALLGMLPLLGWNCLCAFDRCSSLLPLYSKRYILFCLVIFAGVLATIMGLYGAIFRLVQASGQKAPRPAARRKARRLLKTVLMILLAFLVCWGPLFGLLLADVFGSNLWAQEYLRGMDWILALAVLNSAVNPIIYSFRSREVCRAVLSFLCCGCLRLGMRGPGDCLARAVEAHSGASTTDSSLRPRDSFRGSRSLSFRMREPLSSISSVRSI
TRPN1 ag = zebrafish TRPN1 channel agonists, primary screen, cell-based, HEK293, calcium fluorescence. HEK293 zebrafish TRPN1-YFP, Fluo-8 calcium fluorescence; 100% = response to 87 µM carbachol. activation, % at 3 µM. 220,000 tested, 0.18% active. AID 1424, 2008;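 active means activation above its plate's cutoff, the mean activation of test wells on that plate plus 3 SD, cut at about 19% in these data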;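 further: 0% = DMSO alone and 100% = 87 µM carbachol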
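Control set: carbachol 87 µM as high control, DMSO as low control; system: HEK293 stable line with zebrafish TRPN1-YFP; read-out: % activation versus carbachol response; detection: intracellular calcium fluorescence with Fluo-8; doses: single test compound dose, 3 µM nominal, 0.3% DMSO; schedule: dye 1 h 37 °C plus 30 min RT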
CHOP inhibitor = inhibitors of CHOP promoter induction, primary screen, cell-based, unfolded protein response, luciferase reporter | CHO-K1 CHOP-promoter luciferase, tunicamycin-induced, 15-18 h | inhibition, % at 10 µM | 220,000 tested, 3.8% active | AID 2732, 2010;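 active means compounds that reduced the stress-induced luciferase reporter signal by more than about 70% of percent inhibition, limit read from the data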;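 further: 0% = tunicamycin plus vehicle and 100% = wells without tunicamycin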
S1P4 agonist = S1P4 receptor agonists, primary screen, cell-based. Sphingosine 1-phosphate receptor 4 (Homo sapiens), O95977. S1P4-expressing cell line, agonist reporter assay. activation, % at 4.98 µM. 220,000 tested, 0.35% active; in the data active means activation above about 11%;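 further: 0% = DMSO vehicle and 100% = reference agonist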
EP2 modulator = EP2 receptor modulators, cAMP readout, primary screen, cell-based, HTRF cAMP, PGE2 stimulation. Prostaglandin E2 receptor EP2 subtype (Homo sapiens), P43116. induction, % at 25 µM. 260,000 tested, 0.83% active. EP2-expressing cells, cAMP HTRF FRET, PGE2 co-stimulation;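 active means compounds whose cAMP rise, as percent of the full-agonist control response, exceeds 60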;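 further: rat C6 glioma line stably carrying human EP2 under a CMV promoter; the protocol text gives 20 µM as final concentration; 100% = response of wells given 1 µM PGE2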
NPY1 pot ag = NPY-Y1 receptor potentiators or agonists, primary screen, cell-based; NPY-Y1 expressing cells, potentiator/agonist activation; AID 1304, 2008; 220,000 tested, 0.37% active; activation, % at 3.6 µM; Neuropeptide Y receptor type 1 (Homo sapiens), P25929; in the data active means activation above about 33%, passing the limit was not always enough;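 further: cells stimulated with NPY at EC10 then isoproterenol at EC100; 0% = low agonist plus stimulus and 100% = saturating agonist plus stimulus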
An asterisk follows results filed as active; . = no result given; & = joins results of further samples. Rows were taken by chance; any-hit rate near 6.5%.

SMILES	TRPML3 agonist	NPY-Y1 antag	NPY2 pot ag	S1P4 antagonist	TRPN1 ag	CHOP inhibitor	S1P4 agonist	EP2 modulator	NPY1 pot ag
CCN(CC)CCN1C(=O)c2ccccc2NC1c1cc(OC)c(OC)c(OC)c1 (stereo not given)	-0.6	-0.3	-7.1	-1.5	0.0	7.0	1.5	1.3	-33.6
CCOC(=O)N1CCN(C(=O)Nc2cccc(Cl)c2)CC1	0.6	1.8	9.1	-14.1	-0.2	12.9	-6.0	12.3	-2.9
CCCCCn1c(=O)[nH]c2c(c1=O)CCC2	-0.1	-0.4	5.0	-5.6	0.3	26.8	-2.2	-2.8	20.1
CCC(=O)Nc1c(C(=O)Nc2ccc3c(c2)OCCO3)oc2ccccc12	-0.4	1.7	-16.8	-14.0	-1.3	-33.2	-3.6	6.6	-13.6
O=C(c1cnn2c1NC(c1ccco1)CC2C(F)(F)F)N1CCN(c2cccc(Cl)c2)CC1 (stereo not given)	0.3	-4.3	24.8	-6.8	-0.4	66.4	1.7	-38.5	3.5
CCOc1ccccc1Nc1nc(-c2sc(C)nc2C)cs1	-0.8	-0.9	-4.6	-7.8	-1.1	33.5	-1.4	54.3	3.5
CN(C)c1ccc(/C=C2\SC(=O)N(CC(O)Cn3c4ccccc4c4ccccc43)C2=O)cc1 (stereo not given)	-0.2	14.4	-6.9	-16.9	1.2	32.4	-1.2	-3.3	-23.8
CCN(CC)S(=O)(=O)c1ccc2c(c1)N(CC(=O)N(CCc1ccncc1)C(C)C)C(=O)CO2	0.3	8.0	-2.1	-12.6	-0.9	-17.2	-1.3	1.6	8.5
O=C(NCCCn1ccnc1)c1noc2c1CCCC2	0.1	0.4	6.2	-3.5	-0.2	-29.1	-0.8	10.9	7.9
COCc1nnc(NS(=O)(=O)c2ccc([N+](=O)[O-])cc2)s1	0.1	5.8	7.6	-9.5	1.1	4.0	1.3	4.6	-14.9
Cc1ccc(OCC(=O)NC2CCCC2)c(C)c1	0.4	-6.2	-12.0	-1.8	0.9	22.8	-1.4	11.6	26.6
CN(C)/C=C(\C(=O)c1ccc(F)cc1F)c1nnnn1-c1ccccc1	0.3	0.2	10.0	-7.4	-0.2	3.4	0.2	17.2	11.4
O=C(CSc1nc2ccccc2[nH]1)NC1CCCc2ccccc21 (stereo not given)	0.1	6.4	-2.0	-7.1	-1.4	33.5	2.3	3.4	-18.1
CCN(C(=O)Cn1c(=O)n2nc(CCn3nc(C)cc3C)nc2c2ccccc21)c1cccc(C)c1	-0.3	-1.8	10.1	-0.6	-0.1	8.7	1.9	17.3	22.0
CN(C)c1ccc(NC(=O)c2cn(-c3ccccc3)nc2-c2cccs2)cc1	0.1	-4.5	0.4	1.8	-0.1	9.6	0.3	48.8	25.9
COc1cc(C(C#N)N2N=C(c3ccccc3)CC2c2ccccc2)ccc1O (stereo not given)	0.5	3.5	6.3	-3.0	-0.6	56.4	0.8	60.5	8.3
CCOc1cc(/C=N/NC(=O)Cn2nc([N+](=O)[O-])cc2C)ccc1OCc1ccc(F)cc1	0.6	-5.0	2.3	-26.7	-0.9	58.5	0.6	-15.6	2.4
Cc1nccn1CCCN1C(=O)OC2(CCCCC2)C1(C)O (stereo not given)	-0.2	-2.5	-3.1	31.9*	5.4	30.5	-2.9	12.5	-7.2
COCCn1nnnc1C(c1ccc2ncccc2c1)N1CCc2ccccc21 (stereo not given)	-0.5	3.0	-1.7	-2.7	0.7	10.9	2.5	-1.4	22.6
O=C(NC(=S)Nc1ccccc1[N+](=O)[O-])c1ccccc1	0.8	.	4.3	3.7	-0.6	2.4	2.1	-12.0	6.5
O=C(NCCN1CCOCC1)c1ccc(-c2ccccc2)cc1	0.3	5.2	6.8	7.0	1.8	-4.9	-1.5	-33.2	1.9
COc1ccccc1OCCn1c(=O)sc2ccccc21	-0.4	-1.1	-6.5	-13.2	-0.4	-8.7	1.4	13.1&13.5	-6.5
O=C(c1ccccc1F)N(Cc1ccc2c(c1)OCO2)Cc1cc2cc3c(cc2n2nnnc12)OCO3	0.7	17.4	2.2	-3.7	1.3	5.3	-0.4	18.4	-3.7
Oc1ccc(Cl)cc1-c1cc(-c2ccco2)[nH]n1	0.2	-7.3	28.7*	-10.7	-0.7	44.5	-1.2	-37.5	41.1
CC(C)C1Cc2c(sc3c2c(=O)n(-c2ccccc2)c2n[nH]c(=S)n32)CO1 (stereo not given)	0.5	.	-9.1	-2.2	1.6	15.4	0.8	10.0	17.9

Next section; it opens with the four that closed the last part.
SMILES	TRPML3 agonist	NPY-Y1 antag	NPY2 pot ag	S1P4 antagonist	TRPN1 ag	CHOP inhibitor	S1P4 agonist	EP2 modulator	NPY1 pot ag
COc1ccccc1OCCn1c(=O)sc2ccccc21	-0.4	-1.1	-6.5	-13.2	-0.4	-8.7	1.4	13.1&13.5	-6.5
O=C(c1ccccc1F)N(Cc1ccc2c(c1)OCO2)Cc1cc2cc3c(cc2n2nnnc12)OCO3	0.7	17.4	2.2	-3.7	1.3	5.3	-0.4	18.4	-3.7
Oc1ccc(Cl)cc1-c1cc(-c2ccco2)[nH]n1	0.2	-7.3	28.7*	-10.7	-0.7	44.5	-1.2	-37.5	41.1
CC(C)C1Cc2c(sc3c2c(=O)n(-c2ccccc2)c2n[nH]c(=S)n32)CO1 (stereo not given)	0.5	.	-9.1	-2.2	1.6	15.4	0.8	10.0	17.9
OCC1(Cc2cccc(C(F)(F)F)c2)CCN(Cc2cc(F)cc(F)c2)CC1	0.6	1.9	-13.9	6.8	0.3	10.6	-0.3	-23.4	5.4
CSCC[C@H](NC(=O)CCNC(C)=O)c1nc2ccccc2[nH]1	1.1	5.3	3.0	-2.9	1.5	50.7	-0.3	19.1	-4.1
COc1ccc(C2N(c3ccccn3)C(=O)C3CCCN32)c(OC)c1 (stereo not given)	0.5	-0.2	-3.9	-3.8	-1.0	12.4	0.2	26.9	7.8
CCO/C=C1/C(=O)N(CC)c2ccccc21	-1.1	-0.2	19.9	-16.8	-0.1	4.3	-0.4	-2.5	5.8
Cc1cc(C)nc(NS(=O)(=O)c2ccc(NC(=O)NC3CCCCC3)cc2)n1	0.3	1.0	10.8	-21.5	0.1	-26.8	-1.6	-11.3	-3.8
COc1cccc(C(C(=O)NC2CCCCC2)N(CCN2CCOCC2)C(=O)C2COc3ccccc3O2)c1 (stereo not given)	1.0	1.3	6.7	-2.6	0.4	-5.0	-2.3	6.9	-3.9
CC(C)(C)C(=O)NNc1nc(-c2ccccc2)c2cc(Br)ccc2n1	-0.4	3.6	-0.6	-10.5	-1.7	12.3	3.2	16.3	-3.7
O=C(NCc1ccc2c(c1)OCO2)c1ccc2snnc2c1	0.0	6.2	9.3	-13.9	0.1	50.1	0.3	-19.5	-9.6
Cc1ccc(S(=O)(=O)Nc2ccccc2C(=O)Nc2sccc2C(=O)NN(C)C)cc1	1.6	2.5	13.0	2.2	2.6	0.8	2.5	23.7	0.1
Cc1cc(NC(=O)c2cnn3c(C(F)(F)F)cc(-c4ccc(Br)cc4)nc23)no1	0.8	0.4	-18.6	-1.7	0.4	62.3	2.3	19.7	-12.1
Cc1cc(NS(=O)(=O)c2ccc(NC(=O)CSc3nc4ncc(Cl)cc4[nH]3)cc2)nc(C)n1	0.8	.	7.8	-4.4	0.4	-20.2	0.1	-0.8	6.9
CC(=O)Nc1ccc(NC(=O)CSc2nc(C)nc3sc(C)c(C)c23)cc1	0.9	5.9	4.1	-22.4	-0.6	19.4	0.1	-14.6	-16.2
Cn1c(SCC(=O)Nc2cccc3ccccc23)nc(O)cc1=O	-0.2	1.2	10.0	-2.2	0.3	-5.6	0.7	-5.3	-0.7
CC1Cc2ccccc2N1CC(=O)Nc1ccc2c(c1)OC(F)(F)O2 (stereo not given)	-0.6	1.6	-0.5	4.7	-2.4	-10.8	0.1	-10.5	-12.7
Cc1cc(NC(=O)c2cccc3ccccc23)cc(C)c1OCC(=O)N1CCOCC1	0.8	3.6	-4.0	-5.1	0.3	0.6	-1.0	24.8	26.5
COC(=O)[C@@]1(Cc2ccc(F)cc2)[C@H]2c3cc(C(=O)N(C)C)n(CCc4ccccn4)c3C[C@H]2CN1C(=O)c1ccccc1	5.4	-1.8	8.8	-3.4	8.1	48.2	1.7	15.0	-9.8
O=C(Nc1ccc(C(=O)NN2C(=O)c3ccccc3C2=O)cc1)c1ccccc1	0.3	-2.6	10.9	0.4	2.4	7.7	1.4	-34.0	11.3
Cc1cc(C)c(C#N)c(SCc2cn3ccccc3n2)n1	-0.6	5.9	-4.6	-26.6	-0.4	13.7	0.3	-15.2	-13.3
Cc1ccc(CNC(=O)c2ccc(COc3ccccc3)cc2)cc1	0.3	3.5	-4.9	-8.5	-2.2	51.5	-1.9	-57.1	-28.3
CCCCNC(=O)NC12CC3CC(CC(C3)C1)C2	0.3	1.5	-19.4	1.6	0.3	-0.9	-1.7	-15.4	10.8
CCCC(=O)c1cc2c(cc1NC(=O)c1ccccc1F)OCCO2	1.1	2.3	-20.0	6.0	1.7	0.6	-0.2	45.7	-13.0
Cn1cc(C=C2C(=O)OC3(CCCCC3)OC2=O)c2ccccc21	2.2	.	7.0	1.6	1.1	2.5	-0.7	-26.4	11.9
Cc1cc(C)cc(N2C(=O)C3C4C=CC(C4)C3C2=O)c1 (stereo not given)	-0.3	-7.1	1.4	-19.1	0.8	2.4	2.5	19.0	0.3
COc1ccc(-c2cc3cc(OC)c(OC)cc3c(C)n2)cc1	0.3	.	-6.3	-6.0	0.8	7.5	0.4	10.4	-3.3

2 records drawn at random from the list so far:
SMILES	TRPML3 agonist	NPY-Y1 antag	NPY2 pot ag	S1P4 antagonist	TRPN1 ag	CHOP inhibitor	S1P4 agonist	EP2 modulator	NPY1 pot ag
Cc1cc(NS(=O)(=O)c2ccc(NC(=O)CSc3nc4ncc(Cl)cc4[nH]3)cc2)nc(C)n1	0.8	.	7.8	-4.4	0.4	-20.2	0.1	-0.8	6.9
CC(=O)Nc1ccc(NC(=O)CSc2nc(C)nc3sc(C)c(C)c23)cc1	0.9	5.9	4.1	-22.4	-0.6	19.4	0.1	-14.6	-16.2
